From PubChem
MEKK3 PB1 HTS: raises or lowers MEK5 binding to the human MEKK3 PB1 domain | Q99759 | binding response (% of control), % at 10 µM | bead-based flow cytometry, Alexa488-MEK5 binding to MEKK3; actives lie on both sides; 0 = blocked by unlabeled MEK5, 100 = vehicle | actives 1.4% (n = 290,000);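 active = binding response more than 3 SD above or below the average of its plate-row segment, actives on both sides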;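 also: Alexa488 bead fluorescence after subtracting the streptavidin-only scavenger bead signal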
Target sequence (Q99759 whole entry, looked up, the tested form may be a part): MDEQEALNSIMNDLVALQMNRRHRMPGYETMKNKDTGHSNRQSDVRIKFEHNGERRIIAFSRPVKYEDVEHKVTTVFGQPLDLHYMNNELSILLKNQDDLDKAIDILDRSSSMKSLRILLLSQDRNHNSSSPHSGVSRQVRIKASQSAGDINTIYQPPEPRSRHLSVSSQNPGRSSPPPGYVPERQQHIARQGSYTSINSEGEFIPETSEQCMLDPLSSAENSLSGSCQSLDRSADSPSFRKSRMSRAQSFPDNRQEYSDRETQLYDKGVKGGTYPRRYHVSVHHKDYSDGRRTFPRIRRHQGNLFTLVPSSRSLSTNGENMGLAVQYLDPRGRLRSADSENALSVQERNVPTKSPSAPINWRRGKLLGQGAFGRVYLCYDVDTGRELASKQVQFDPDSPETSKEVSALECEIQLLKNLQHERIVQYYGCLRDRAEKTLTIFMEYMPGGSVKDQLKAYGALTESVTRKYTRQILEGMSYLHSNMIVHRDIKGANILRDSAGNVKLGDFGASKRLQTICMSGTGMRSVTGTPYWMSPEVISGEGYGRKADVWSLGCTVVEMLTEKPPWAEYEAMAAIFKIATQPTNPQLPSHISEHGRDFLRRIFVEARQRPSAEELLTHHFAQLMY
IDE cell inh: inhibits human insulin-degrading enzyme in HEK cells | P14735 | inhibition, % at 5.59 µM | FAbetaB cleavage, fluorescence polarization | actives 0.41% (n = 320,000);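 active = percent inhibition above the average of all tested compounds plus 3 SD, set per screening campaign, cut at about 16% in these data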;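 also: IDE supplied by intact live HEK cells; FP after avidin binding of uncleaved biotin substrate so inhibition keeps polarization high; 0% = DMSO wells and 100% = 60 µM reference IDE inhibitor Ii1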
M4 PAM: positive allosteric modulators of human muscarinic M4 receptor; P08173; CHO-K1 hM4/Gqi5, Fluo-8 calcium fluorescence, ACh EC20; 0% = ACh EC20, 100% = maximal ACh; activation, % at 3 µM; actives 0.4% (n = 360,000);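 active = activation above its plate's cutoff, the mean activation of sample wells plus 3 SD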; also: some results filed as inactive read as strong as hits
Target sequence (P08173 whole entry, looked up): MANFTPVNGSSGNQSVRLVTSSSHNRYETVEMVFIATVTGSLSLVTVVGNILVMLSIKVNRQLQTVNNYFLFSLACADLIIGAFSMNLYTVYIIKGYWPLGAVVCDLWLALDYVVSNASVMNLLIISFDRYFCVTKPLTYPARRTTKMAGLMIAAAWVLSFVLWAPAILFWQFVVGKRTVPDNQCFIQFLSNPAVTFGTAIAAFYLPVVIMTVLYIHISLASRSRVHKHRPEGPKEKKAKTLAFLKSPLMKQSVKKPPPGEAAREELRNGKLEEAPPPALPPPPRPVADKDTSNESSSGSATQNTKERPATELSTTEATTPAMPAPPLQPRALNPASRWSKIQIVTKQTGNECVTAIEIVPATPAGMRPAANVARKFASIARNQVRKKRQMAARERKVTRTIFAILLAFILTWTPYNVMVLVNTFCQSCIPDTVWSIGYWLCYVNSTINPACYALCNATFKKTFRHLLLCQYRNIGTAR
CRFR2-BP antag: antagonists of CRF-binding protein/CRF-R2 receptor complex; HEK293 CRF-R2/CRF-BP, CRF-induced calcium fluorescence; AID 588475; actives 0.59% (n = 350,000); inhibition, % at 11.8 µM;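 active = inhibition of the ligand-induced calcium signal above about 50% at the single tested concentration, limit read from the data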
PHOSPHO1 block: inhibitors of human PHOSPHO1 phosphatase; inhibition, % at 13.3 µM; actives 1.1% (n = 290,000); Q8TCT1; recombinant PHOSPHO1, absorbance phosphatase assay; in the data active = inhibition above about 60%
p-CIP stab down: lowers stability of the mouse p/CIP coactivator protein; actives 0.01% (n = 290,000); Q05BA5; AID 1984; F442A p/CIP-EGFP cells, EGFP fluorescence, 16 h; decrease of EGFP signal, % at 10 µM;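 active = EGFP signal decrease of at least 30% at 10 µM or well 3 SD below plate mean, unless failing retest; inactive = the rest, including hits failing retest or dose response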; also: some compounds called inactive have numbers as strong as hits; many of its hits are not listed in these tables
IDE act: boosts human insulin-degrading enzyme activity in HEK cells | P14735 | FAbeta-B cleavage, fluorescence polarization; 0% vehicle, 100% cell-free pure enzyme wells | activation, % at 5.96 µM | actives 0.073% (n = 340,000);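 active = activation above the mean of all tested compounds plus 3 SD, set per screening campaign, cut at about 17% in these data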
GalR3 antag: human GalR3 antagonism | inhibition, % at 3 µM | actives 0.44% (n = 360,000) | HEK293 GalR3-CNG cAMP membrane potential fluorescence; galR3 body fused to GalR1 C-terminus | O60755;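 active = inhibition above the screen-wide average plus 3 SD, cut at about 13% in these data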;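 also: forskolin and galanin both at EC90 stimulate the cells; cAMP rise reported by CNG channel membrane potential dye signal; 0% = forskolin plus galanin with DMSO and 100% = forskolin alone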
CRFBP-R2 agonist: CRF-BP/CRF-R2 complex agonism; HEK293 CRF-R2/CRF-BP, calcium dye fluorescence (FLIPR); percent of saturating CRF peptide response; activation, % at 13.2 µM; actives 0.46% (n = 350,000);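 active = activation of at least 50%, plus an integration ratio under a set limit after plate pattern correction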;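 also: plate controls were neutral control wells without compound for no effect and CRF at EC100 for full effect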
The depositor's hits bear a star; · = not tested or not shown.

canonical_smiles | PHOSPHO1 block | p-CIP stab down | IDE cell inh | MEKK3 PB1 HTS | IDE act | M4 PAM | CRFR2-BP antag | CRFBP-R2 agonist | GalR3 antag
Cc1nc(NCC2CCCO2)c2nnn(Cc3c(F)cccc3Cl)c2n1 (stereo unspecified) | 24 | 2 | -1 | 128 | -1 | -4 | -17 | 1.6 | -7
CC[n+]1c(C)n(C)c2cc(S(=O)(=O)N(C)C)ccc21 | 24 | 2 | 2 | 95 | 1 | 16 | 0 | -2.2 | -1
Cc1cccc(OCC(O)CN2C(C)(C)CC(O)CC2(C)C)c1C (stereo unspecified) | -27 | -14 | -1 | 102 | -1 | 8 | -3 | 0.0 | 1
COc1ccccc1-n1c(SC(C)C(=O)NCC2CCCO2)nc2cc(Cl)ccc2c1=O (stereo unspecified) | · | · | 6 | · | 5 | 1 | 6 | -0.3 | -4
CCn1c(-c2cc(-c3cc(OC)ccc3OC)nc3ccccc23)n[nH]c1=S | 90* | 1 | 7 | 92 | -7 | -2 | 14 | -0.3 | 4
CCSC1=C(C#N)C(c2ccc(C)o2)CC(=O)N1 (stereo unspecified) | 24 | 6 | 2 | 93 | 2 | -11 | 1 | -0.4 | -5
Cc1cccc(NC(=S)NCc2ccncc2)c1C | -2 | -2 | 2 | 91 | 9 | 2 | 22 | -3.2 | 0
O=C(NN1CCOCC1)c1ccc(S(=O)(=O)N2CCCCC2)cc1 | -10 | -12 | 2 | 101 | 6 | 5 | 7 | -1.4 | 1
O=[N+]([O-])c1ccccc1S(=O)(=O)Nc1cccc(-c2ccc(N3CCCC3)nn2)c1 | · | · | 6 | · | 1 | 5 | 7 | -1.0 | -2
CC(C)NC(=O)c1c(CSc2ccc(Cl)cc2)noc1C(=O)NCc1ccccc1 | · | · | 0 | · | 3 | 9 | 1 | 2.0 | 0
CC(=O)CSc1ncnc2c1cnn2-c1ccccc1 | 52 | -15 | -1 | 119 | 0 | 6 | 8 | 0.9 | -2
O=C(c1ccc2c(c1)OCCO2)N1CCCC(CNS(=O)(=O)c2cccs2)C1 (stereo unspecified) | -3 | 5 | 0 | 107 | 1 | 8 | -14 | -1.1 | -5
CCC(C)NC(=O)CSc1nnc(-c2cc(-c3cccs3)nc3ccccc23)o1 (stereo unspecified) | 7 | 4 | 3 | 98 | 7 | 2 | 10 | -2.9 | -5
O=C(CC1NC2CCCCC2NC1=O)Nc1cccc(C(F)(F)F)c1 (stereo unspecified) | 16 | 2 | 2 | 100 | 4 | -2 | -40 | -2.2 | -1
CC(C)c1cc(=O)n2[nH]c(SCc3ccccc3Cl)nc2n1 | 26 | -10 | -4 | 100 | 1 | 15 | 2 | -0.3 | -7
Cc1cc(C)c(-c2csc(NC(=O)COC(=O)c3ccc4c(c3)OCO4)n2)c(C)c1 | -7 | 9 | 5 | 107 | 0 | 0 | -14 | 1.4 | -5
O=C(N/C(=C/c1cccc([N+](=O)[O-])c1)C(=O)N1CCCC1)c1ccccc1 | 36 | -14 | 2 | 101 | -2 | 1 | 2 | 0.2 | -7
O=C(NCc1n[nH]c(=S)n1-c1cccc(Cl)c1)c1ccc(S(=O)(=O)N2CCCCC2)cc1 | -80 | -15 | 3 | 98 | -5 | -5 | 10 | -0.7 | -8
C/C=C/C=C/C(=O)N1CC2(CC(c3cccc(NC(=O)/C=C/C)c3)=NO2)C[C@@H]1C(N)=O (stereo partly specified) | 26 | -8 | 7 | 96 | 2 | 1 | 0 | -2.0 | -5
CCCCn1c(N)c(N(CC(C)C)C(=O)c2ccc(N3C(=O)c4ccccc4C3=O)cc2)c(=O)[nH]c1=O | · | · | 2 | · | 2 | 4 | 0 | -1.0 | -5
Cc1cc(C)cc(OCC(=O)OC(C)C(=O)Nc2c(C)n(C)n(-c3ccccc3)c2=O)c1 (stereo unspecified) | · | · | 5 | · | 3 | 2 | -5 | -1.1 | -2
Cc1cc(C(=O)NNc2ccc(F)cc2)no1 | 28 | -6 | 10 | 98 | 6 | 16 | -46 | 2.5 | -4
CCn1nc(C(=O)NCC(c2cccs2)N2CCOCC2)c2ccccc2c1=O (stereo unspecified) | 19 | -20 | 8 | 108 | 3 | 0 | -12 | -0.9 | 2
CC(C)C[C@H](NC(=O)OC(C)(C)C)C(=O)N1CCC(C(=O)O)CC1 | 42 | -4 | 3 | · | 5 | 8 | -5 | -0.1 | 5
CCCCC(CCC(=O)O)(C(=O)OCC)c1csc(N)n1 (stereo unspecified) | -22 | -1 | 3 | 101 | 3 | 1 | -1 | 0.9 | -2
CCCOC(=O)c1c(NC(=O)CSc2nc(-c3ccco3)cc(C(F)(F)F)n2)sc(C(=O)OC)c1C | 8 | 8 | 2 | 97 | 3 | 4 | -20 | 3.2 | -5
O=C(NC1CCN(Cc2ccccc2)CC1)c1ccc(Cn2c(=S)[nH]c3ccc(N4CCOCC4)cc3c2=O)cc1 | -15 | 7 | -1 | 110 | 0 | -9 | -5 | 0.1 | -4
Cc1ccc(-c2onc3ccc(Br)cc23)cc1 | 42 | -17 | 2 | 101 | 5 | 3 | -15 | 0.8 | 0
CC1CCN(C(=O)C2CCCN(S(=O)(=O)c3cccc4nsnc34)C2)CC1 (stereo unspecified) | 10 | -3 | -2 | 97 | 5 | -2 | -19 | 0.8 | -8
COc1ccc(-n2c(Cc3cccn3C)nnc2SCC(=O)Nc2nccs2)cc1 | -20 | 7 | 2 | 99 | -7 | -2 | 0 | -1.1 | -1
COc1ccc(N2CCN(C(=O)c3ccc4ccccc4n3)CC2)cc1 | 13 | -1 | 8 | 71 | -2 | 12 | -7 | -1.3 | -4
CC(NC(=O)C1CCC(=O)N1Cc1ccc(F)cc1)c1ccc2c(c1)OCCO2 (stereo unspecified) | 0 | 0 | -1 | 108 | 5 | 9 | 11 | 0.5 | 2
COc1ccc(/C=C2\CCCC3C2=NN(C(=O)c2ccco2)C3c2ccc(OC)c(OC)c2)cc1OC (stereo unspecified) | 23 | -2 | 5 | 101 | 0 | 3 | 11 | 0.2 | 3
C[C@]12c3[nH]c4ccc(Cl)cc4c3CCN1C(=O)[C@@H](CC(=O)NCC13CC4CC(CC(C4)C1)C3)C[C@@H]2C(=O)N1CCCCC1 | · | · | · | · | 1 | 5 | 7 | -1.3 | 1
CC1CC(C)CN(CCC(=O)Nc2cccc(Cl)c2)C1 (stereo unspecified) | -18 | 10 | 1 | 97 | 3 | -1 | 3 | -0.2 | -4
Cc1ccccc1C(=O)Nc1ccnn1C1CCN(C(=O)c2cnsn2)CC1 | 24 | 4 | 2 | 100 | 7 | 4 | -3 | -1.4 | -10
Cc1ccc(O)c(-c2cc(C(=O)Nc3ccc(S(=O)(=O)Nc4nc(C)cc(C)n4)cc3)[nH]n2)c1 | 7 | -5 | 7 | 84 | 3 | 14 | 1 | 0.2 | 1
COc1ccc(CC(=O)OCc2cc(=O)n3cc(Br)ccc3n2)cc1OC | 2 | 9 | 3 | 95 | 6 | 2 | -3 | 1.2 | 9
CC(Oc1cccc(Cl)c1)C(=O)Nc1cc(Cl)ccc1N1CCOCC1 (stereo unspecified) | · | · | -7 | · | 0 | -5 | -3 | 5.1 | -3
C/C=C/n1ccnc1CC(O)(c1ccccc1)c1ccc(C)cc1 (stereo unspecified) | · | · | -2 | · | 6 | 6 | -5 | 0.5 | 2
O=C1NC(=Nc2cccc(O)c2)S/C1=C\c1cccc([N+](=O)[O-])c1 | 31 | 2 | -1 | 103 | 5 | -12 | 7 | 0.5 | -3
O=c1oc2cc(OCc3ccc(F)cc3F)ccc2cc1-c1ccccn1 | -16 | -11 | -2 | 104 | 3 | -2 | -5 | -0.2 | -1
Cc1ccc2c(c1)N(CC(=O)N1CCCc3ccccc31)C(=O)CO2 | -13 | 6 | 3 | 101 | 0 | -7 | 3 | -0.2 | -3
CCOc1ccccc1OCCC(=O)N1CCN(S(=O)(=O)c2ccccc2[N+](=O)[O-])CC1 | · | · | 5 | · | 4 | 8 | 0 | -1.1 | -5
CCCC(=O)OCCNc1cc(Sc2nc3ccccc3[nH]2)c2nonc2c1[N+](=O)[O-] | -12 | -5 | -2 | 89 | -24 | -14 | 91* | -3.0 | 26*
CNC(=O)NC1CCCc2ccccc21 (stereo unspecified) | -6 | -10 | -2 | 100 | 1 | 7 | 17 | -0.9 | -2
Cc1cc(N2CCN(C)CC2)nc2ccc(NC(=S)N3CCC4(CC3)OCCO4)cc12 | 28 | -4 | 3 | 105 | 7 | 1 | 4 | 1.0 | 1
O=C(CSc1nnc(Cc2cccs2)n1C1CC1)NC1CCS(=O)(=O)C1 (stereo unspecified) | · | · | 0 | · | -2 | 6 | -2 | 1.2 | -2
Cc1cc(C)c(C#N)c(SCc2ccc3c(c2)OCO3)n1 | -4 | -4 | 4 | 103 | -4 | -6 | -4 | 0.1 | -1
CCN1C=C(C(=O)OC)C(c2cccc(OC)c2OC)C(C(=O)OC)=C1 | 20 | 1 | -2 | 102 | -1 | 1 | 4 | -0.6 | -2
Cc1ccc(C(=O)N/C(=C/c2ccccc2)C(=O)NCc2ccncc2)cc1 | 4 | -20 | 6 | 104 | · | 0 | -4 | -1.4 | -3
CCOC(=O)CNc1c(-c2ccccc2)nc2ccc(Cl)cn12 | 23 | -13 | 4 | 96 | 3 | -10 | -8 | 0.6 | -2
Cc1ccc(C)n1NC(=O)c1ccco1 | 13 | -4 | -3 | 102 | 5 | 5 | -3 | -1.4 | 1
O=C(/C=C/Nc1ccccc1Br)c1ccccn1 | 16 | -56 | 0 | 94 | 7 | 14 | -43 | 0.0 | -3
CCSc1cc(C2C(C(=O)OC)=C(C)NC3=C2C(=O)CCC3)c(C)o1 (stereo unspecified) | 102* | 1 | 8 | 97 | 3 | 3 | 5 | -0.3 | -2
COc1cccc2c(=O)n(CC(=O)N3CCc4ccccc43)ccc12 | -10 | 1 | 0 | 95 | -1 | 6 | -55 | 72* | ·
COc1ccccc1-c1nnc(SCC(=O)NC2CCCCC2)n1C | 19 | -7 | -7 | 97 | 4 | -5 | -10 | -0.3 | -10
CCN(CC(=O)Nc1ccccc1C(F)(F)F)C(=O)c1ccc(NC(=O)c2cccs2)cc1 | · | · | · | · | · | -11 | 3 | -0.3 | -7
O=C(NCc1ccncc1)C(=O)Nc1nc(C23CC4CC(CC(C4)C2)C3)cs1 | -15 | -2 | 3 | 105 | -7 | -16 | -18 | 1.4 | -7
Cc1ccc(C(=O)COc2ccc3c(C)cc(=O)oc3c2)cc1 | 20 | 7 | 2 | 105 | 3 | 4 | -7 | 0.7 | -10
CC(=O)c1ccc(N=c2scc(C)n2C(C)C)cc1 | -13 | 6 | -8 | 106 | -1 | -4 | 2 | -4.7 | 2
Cc1ccc(NC(=O)CNC(=O)c2cccs2)nc1 | · | · | 1 | · | 2 | 4 | 5 | -1.1 | -3

A second format for 2 compounds above:
Compound: CCN1C=C(C(=O)OC)C(c2cccc(OC)c2OC)C(C(=O)OC)=C1
  PHOSPHO1 block: 20	p-CIP stab down: 1	IDE cell inh: -2	MEKK3 PB1 HTS: 102	IDE act: -1	M4 PAM: 1	CRFR2-BP antag: 4	CRFBP-R2 agonist: -0.6	GalR3 antag: -2

Compound: Cc1cc(C)c(C#N)c(SCc2ccc3c(c2)OCO3)n1
  PHOSPHO1 block: -4	p-CIP stab down: -4	IDE cell inh: 4	MEKK3 PB1 HTS: 103	IDE act: -4	M4 PAM: -6	CRFR2-BP antag: -4	CRFBP-R2 agonist: 0.1	GalR3 antag: -1

No enrichment for hits (roughly 4.2% active in at least one column).
